PAX8 reporter: PAX8 transcriptional activity inhibition. RMG-I TPO-luciferase reporter, SteadyGlo, 24 h. inhibition, % at 12.6 µM. 360,000 compounds, 1.2% hits. AID 652154;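 active = mean replicate inhibition at least 60% with every replicate also reaching 60%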;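 also: luciferase light reporting Pax8 driven TPO promoter activity; plate controls were median of neutral control wells for no effect and mitoxantrone controls for full effect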
Cneo AK release: Cryptococcus neoformans lysis via adenylate kinase release; 360,000 compounds, 0.2% hits; C. neoformans lysis, adenylate kinase release luminescence, 4 h; normalised: neutral wells 0, clomiphene wells 100; lysis activity, % at 15 µM;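 active = mean lysis activity across replicates of at least 80%, whatever share of replicates individually reach that level; inactive = mean lysis activity below 80%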
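Material: C. neoformans cells; Schedule: 4 h static compound exposure, 37 °C, read 1 h post-reagent; Measured by: adenylate kinase release luminescence; Read-out: signal increase indicating cell lysis; Controls: Clomiphene as positive lysis control.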
PGC1a acetyl inh: lowers PGC1a acetylation signal in U2OS cells. inhibition, % at 15.6 µM. AlphaScreen anti-acetyl-lysine; with virally co-expressed GCN5 acetyltransferase. 350,000 compounds, 0.17% hits. AID 651687;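 active = every replicate shows inhibition of at least 40%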;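 also: 0% = neutral control wells and 100% = positive control wells; some results beyond the cut were filed as inactive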
FN deposit inh: fibronectin deposition inhibition | inhibition, % at 12.6 µM | AH1F fibroblasts, Alexa488-fibronectin deposition fluorescence, overnight | 350,000 compounds, 0.086% hits;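 active = mean inhibition across replicates of 30% or more, regardless of how many single replicates reach that level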;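 also: positive control wells lacked labelled fibronectin entirely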
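Material: AH1F fibroblast monolayer depositing Alexa488-labelled fibronectin into matrix / Amount: 10000 AH1F cells per well / Signal: fluorescence 485/525 nm / Medium: DMEM, 2% serum / Compound: single dose, pinned / Incubation: 1 h cell adhesion before compound, then overnight fibronectin incubation / Reagent: Alexa488-FN, 24 nM final / Read-out: inhibition of fibronectin deposition signal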
LGR2 antag: inhibitors of bursicon-induced Drosophila LGR2 receptor cAMP signaling | inhibition, % at 9.99 µM | HEK293 LGR2, CRE-luciferase, bursicon-stimulated, 4 h | 380,000 compounds, 0.35% hits | AID 720647;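 active = drop in luminescence signal, shown as inhibition above about 50% in the replicate tests, limit read from the data, passing the limit was not always enough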;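 also: agonist challenge used bursicon conditioned medium at about half maximal strength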
miR122 inh: blocks miR-122 activity in Huh7 sensor cells | Huh7 miR-122 Renilla luciferase sensor, 48 h; neutral wells = 0, positive control = 100 | activation (reporter increase), % at 12.5 µM | 340,000 compounds, 0.3% hits | AID 602342;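 active = mean replicate activation score at least 90 and every replicate individually at or above 90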;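 also: higher luciferase means less miR-122 activity so hits act as miR-122 inhibitors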
EWS-Fli inh: blocks EWS/Fli oncoprotein-driven transcription | 350,000 compounds, 0.67% hits | A673 NR0B1-luciferase reporter, viability-normalised | inhibition, % at 12.6 µM;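 active = mean inhibition of at least 50% after viability correction, with every replicate also passing that limit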;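 also: firefly luciferase signal divided by Alamar Blue viability fluorescence both relative to DMSO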
Casp6 inh: caspase-6 (human) enzyme inhibition | P55212 | purified caspase-6, Z-VEID-R110 cleavage fluorescence | inhibition, % at 12.5 µM | 350,000 compounds, 0.53% hits;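 active = mean inhibition across replicates at least about 35%, with every replicate also reaching that limit, limit read from the data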;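 also: 0% = median of neutral control wells and 100% = no fluorescence left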
Target sequence (P55212 24-179 limits assumed): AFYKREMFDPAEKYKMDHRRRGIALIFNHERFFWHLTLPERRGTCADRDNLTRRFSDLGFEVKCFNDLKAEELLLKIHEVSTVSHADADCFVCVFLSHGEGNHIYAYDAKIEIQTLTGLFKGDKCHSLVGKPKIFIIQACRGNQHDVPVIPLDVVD
Target sequence (P55212 194-293 limits assumed): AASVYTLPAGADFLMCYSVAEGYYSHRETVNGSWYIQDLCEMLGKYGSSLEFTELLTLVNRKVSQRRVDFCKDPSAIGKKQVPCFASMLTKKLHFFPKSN
Numbers without * were called inactive; / = no result given; [ ] = dose if it differs, or a comment.

SMILES	PAX8 reporter	Cneo AK release	PGC1a acetyl inh	FN deposit inh	LGR2 antag	miR122 inh	EWS-Fli inh	Casp6 inh
O=C1CNC[C@@H]2[C@H](c3ccc(C4=CCCC4)cc3)[C@@H](CO)N12	/	/	0	-7	-10	/	-5	2
CCN(CCn1cccn1)C(=O)CC1C(=O)NCCN1Cc1ccc(F)cc1 (centres undefined)	7	-7	9	/	6	-8	4	-4
CCCCn1c(SC(C)C(=O)NCC2CCCO2)nc2cc(C(=O)OC)ccc2c1=O (centres undefined)	9	1	/	/	-16	/	2	0
COC(=O)CCN(C(=O)c1ccc(OC(C)=O)cc1)c1ccccn1	/	2	10	11	/	1	/	/
O=C1[C@@H]2Cc3c([nH]c4ccccc34)C(c3ccccc3)N2C(=O)CN1C1CCN(Cc2ccccc2)CC1 (some centres undefined)	19	2	0	/	11	-3	13	4
C[C@H](NC(=O)C[C@@H]1C[C@H]2c3cc(NC(=O)CN(C)C)ccc3O[C@H]2[C@@H](CO)O1)c1ccccc1	5	8	6	-14	-4	-4[16.7 µM]	-2	-1
CCCN(C(=O)CCc1cn(CCC)c2ccccc12)c1ccc(Oc2cccnc2)cc1	-22	/	/	11	-10	/	-34	4
COc1ccc(C(=O)NCCNC(=O)c2ccc(C)nc2)cc1	9	2	/	5	-2	/	-1	-2
C[C@@H]1CN([C@@H](C)CO)S(=O)(=O)c2ccc(C#CCC3CCCC3)cc2O[C@H]1CN(C)Cc1ccc(C(=O)O)cc1	/	1	1	0	10	7[16.7 µM]	16	0
CC(=O)C[C@@H](O)CC(=O)[C@@H]1OC(=O)CCCCCCc2ccccc21	14	-2	6	-16	27	3	-5	4

Two entries drawn at random from those above:
SMILES	PAX8 reporter	Cneo AK release	PGC1a acetyl inh	FN deposit inh	LGR2 antag	miR122 inh	EWS-Fli inh	Casp6 inh
C[C@H](NC(=O)C[C@@H]1C[C@H]2c3cc(NC(=O)CN(C)C)ccc3O[C@H]2[C@@H](CO)O1)c1ccccc1	5	8	6	-14	-4	-4[16.7 µM]	-2	-1
COC(=O)CCN(C(=O)c1ccc(OC(C)=O)cc1)c1ccccn1	/	2	10	11	/	1	/	/

Further structures.
SMILES	PAX8 reporter	Cneo AK release	PGC1a acetyl inh	FN deposit inh	LGR2 antag	miR122 inh	EWS-Fli inh	Casp6 inh
CN1CCC(N(C)C(=O)COc2ccccc2-c2ccccc2)CC1	24	-1	11	2	/	7	/	/
COc1cc([N+](=O)[O-])ccc1NC(=O)N1CCCCCC1	-7	-3	/	4	-15	/	-5	4
Cc1cc(C)c(NC(=O)C2CCN(c3cnccn3)CC2)c(C)c1	-9	-3	-11	-1	/	-3	/	/
COc1cc2nc(CSc3ncn[nH]3)[nH]c(=O)c2cc1OC	7	/	14	4	12	3	7	6
NC(=O)c1ccc(-n2nnnc2Oc2ccccc2)cc1	/	3	-7	/	-4	-8	6	-2
CC(=O)c1ccc(NC(=O)CSc2nc(N)c3cc4c(nc3n2)CCCC4)cc1	24	/	/	-1	-12	/	-71	-1
C[C@@H](C(=O)NCc1c(F)cccc1Cl)N1C(=O)N2CCc3c([nH]c4ccccc34)[C@@]2(C)C1=O	/	0	-21	/	/	-1	5	-2
COCC(=O)N(C)[C@H]1C[C@H]2c3cc(Oc4ccccc4C)ccc3CCN2C(=O)[C@H]1[C@H](C)O	-3	6	0	8	1	-5	3	-6
OCC[C@@H]1C[C@H](O)[C@@H](O)[C@@]2(OCCc3cc(C(F)(F)F)ccc32)O1	-17	/	/	5	9	/	-1	-2
O=S(=O)(c1ccc(N2CCN(S(=O)(=O)c3ccc4c(c3)OCCO4)CC2)nc1)N1CCCC1	-5	-1	-14	0	/	3	/	/
C[C@H]1CN([C@@H](C)CO)S(=O)(=O)c2ccc(C3=CCCCC3)cc2O[C@@H]1CN(C)C(=O)c1ccc(F)cc1	1	-4	-6	/	20	17[16.7 µM]	23	-1
Cc1ccccc1Nc1nc(CSc2nnc(-c3ccoc3C)n2C)cs1	/	-7	1	3	/	-2	/	/
COc1ccc(C(=O)OCC(=O)NCC2CCCCC2)cc1F	-32	5	/	0	5	1	2	-2
COc1ccc(-c2nnc(N3CCC(C)CC3)c3ccccc23)cc1	8	-2	/	-10	/	-4	/	/
Nc1ccc(O)c([N+](=O)[O-])c1	/	-1	-8	/	-11	-4	7	11
CN(C)CCN(C(=O)C1=COCCO1)c1nc2ccc(F)cc2s1	-43	-1	-13	/	8	4	/	-4
Cc1ccc(C(=O)N/N=C\c2cc(Br)c(Br)o2)cn1	13	1	23	-16	-16	-1	0	26
CCN(CC)C(=O)[C@H]1C[C@H](CC(=O)NCCCN(C)C)C(=O)N2CCc3c([nH]c4cc(CCC(=O)N(C)C)ccc34)[C@]12C	-1	-3	7	1	/	-3	-1	-25
COc1ccc(C(CNC(=O)c2ccc(-c3nc4ccccc4s3)o2)N2CCCC2)cc1 (centres undefined)	-22	-2	4	6	-9	-2	-19	1
CC(C)(C)[S@@](=O)N1Cc2cc(C(=O)NCc3ccccc3F)nc(-c3cccc(-c4cccnc4)c3)c2[C@H]1CCO	13	9	-2	19	1	/	18	-5

A different layout for part of the listing above:
Structure,PAX8 reporter,Cneo AK release,PGC1a acetyl inh,FN deposit inh,LGR2 antag,miR122 inh,EWS-Fli inh,Casp6 inh
COc1ccc(C(CNC(=O)c2ccc(-c3nc4ccccc4s3)o2)N2CCCC2)cc1 (centres undefined),-22,-2,4,6,-9,-2,-19,1
CCN(CC)C(=O)[C@H]1C[C@H](CC(=O)NCCCN(C)C)C(=O)N2CCc3c([nH]c4cc(CCC(=O)N(C)C)ccc34)[C@]12C,-1,-3,7,1,/,-3,-1,-25
C[C@H]1CN([C@@H](C)CO)S(=O)(=O)c2ccc(C3=CCCCC3)cc2O[C@@H]1CN(C)C(=O)c1ccc(F)cc1,1,-4,-6,/,20,17[16.7 µM],23,-1
CC(C)(C)[S@@](=O)N1Cc2cc(C(=O)NCc3ccccc3F)nc(-c3cccc(-c4cccnc4)c3)c2[C@H]1CCO,13,9,-2,19,1,/,18,-5
COc1ccc(C(=O)OCC(=O)NCC2CCCCC2)cc1F,-32,5,/,0,5,1,2,-2
CN(C)CCN(C(=O)C1=COCCO1)c1nc2ccc(F)cc2s1,-43,-1,-13,/,8,4,/,-4
Nc1ccc(O)c([N+](=O)[O-])c1,/,-1,-8,/,-11,-4,7,11

Continuation:
SMILES	PAX8 reporter	Cneo AK release	PGC1a acetyl inh	FN deposit inh	LGR2 antag	miR122 inh	EWS-Fli inh	Casp6 inh
COc1cc(C2C3C(=O)N(c4ccc(F)cc4)C(=O)C3ON2c2ccccc2)ccc1O (centres undefined)	13	-2	0	1	/	-4	/	/
Fc1ccccc1/C=N/NC(=S)Nc1ccc(Cl)cc1Cl	9	-2	/	22	-26	6	36	0
CC(C)c1ccccc1OCC(=O)N1CCCCCCC1	10	1	-24	-5	8	2	9	-3
C[C@H]1CN([C@@H](C)CO)S(=O)(=O)c2ccc(Br)cc2O[C@@H]1CN(C)Cc1ccccn1	/	0	2	6	1	49[16.7 µM]	7	-2
O=C(O)CCC(=O)Nc1ccccc1Oc1ccccc1	-1	/	-13	-37	-8	/	1	0
Cc1ccc(NC(=O)/C(=C\c2ccc3c(c2)OCO3)NC(=O)c2ccco2)cc1	-10	-1	-7	-7	/	1	/	/
Cc1ccc2c(c1)N(CC(=O)NCCCN1CCOCC1)C(=O)c1cccnc1O2	-13	1	-2	-3	-6	-1	2	-3
COC(=O)c1ccccc1C(=O)N1CCOCCOCCOCC1	-3	/	-2	-3	2	-2	-5	-1
OC(COc1ccc(Br)cc1)CN1CCN(c2ccccc2)CC1 (centres undefined)	8	1	/	-5	0	/	3	-1
O=C(C1CC1)N1N=C(C2CCCCC2)CC1(O)C(F)(F)F (centres undefined)	2	/	-1	-4	2	/	11	1
Cn1c(=O)c2c(nc(Oc3cccc(O)c3)n2C)n(C)c1=O	15	2	10	1	8	-1	10	0
COc1ccc(-c2noc(CSc3nc4sc(C)c(C)c4c(=O)n3-c3ccccc3)n2)cc1	15	-2	/	1	3	-5	-5	-1
Cc1cc(NC(=O)C(C)SCC(=O)Nc2nc3c(F)cc(F)cc3s2)no1 (centres undefined)	6	-1	2	1	-2	5	-10	4
CO[C@@H](CN(C)Cc1ccc(-c2ccccn2)cc1)[C@H](C)CN(C(=O)Nc1ccc(F)cc1)[C@H](C)CO	/	-6	-5	-6	-1	/	-12	-3
C[C@H]1CN([C@@H](C)CO)C(=O)c2cc(NS(=O)(=O)c3ccccc3)ccc2O[C@@H]1CN(C)S(=O)(=O)c1ccccc1	-1	2	-3	/	-6	15[16.7 µM]	8	-2
O=C(C[n+]1ccc(Cc2ccccc2)cc1)Nc1ccc([N+](=O)[O-])cc1Cl	1	/	/	-8	-23	/	9	/
Cc1ccc2c(c1)[nH]c1c(=O)n(Cc3ccccn3)cnc12	/	2	-1	/	-3	4	/	/
O=C(Nc1cccc(-c2cscn2)c1)C1CCN(Cc2ccc(CO)o2)CC1	22	1	-7	0	9	-9	/	-3
O=C(O)c1ccc(NC(=O)c2ccc3c(c2)C(=O)N(c2ccccc2)C3=O)cc1	10	1	10	2	-14	7	-2	-2
Cc1nnc(SCc2cccc([N+](=O)[O-])c2)[nH]c1=O	-1	/	/	11	4	/	7	/
O=C(COC(=O)CCc1ccc(S(=O)(=O)N2CCOCC2)cc1)NC(=O)NC1CCCCC1	12	/	4	0	-8	/	8	6
Cc1ccc(S(=O)(=O)N(C)C[C@H]2OCCCC[C@H](C)Oc3ccc(NS(=O)(=O)c4c(C)noc4C)cc3C(=O)N([C@H](C)CO)C[C@H]2C)cc1	26	1	11	-3	0	-6[16.7 µM]	-1	1
Cc1ccc(OCc2nnc(SC(C)C(=O)O)n2Cc2ccccc2)cc1 (centres undefined)	0	/	/	-1	2	/	8	1
O=C(CO/N=C/c1ccccc1O)NNC(=O)c1ccccc1Cl	14	1	-3	1	/	0	/	/
CC(=O)Nc1sc(C)c(C)c1C(=O)OCC(=O)Nc1ccc(S(N)(=O)=O)cc1	21	0	2	-3	20	-2	0	15
O=C1c2ccccc2C(=O)N1CCCc1c[nH]c2ccc(Cl)cc12	/	-1	1	/	8	-4	/	/

Screening results as filed in PubChem BioAssay.
